From PubChem
TR-FRET SRC-2 ct: flags TR-FRET format artefacts in PPARgamma SRC-2 recruitment agonist screen. TR-FRET artefact counter-screen; hits give high values. TR-FRET ratio at 8 µM. hit rate 0.4% among 200,000; in the data active = TR-FRET ratio above about 2000; also: inactives centre near 1500
TLR4 MyD88 comp: inhibitors of human TLR4-MyD88 binding | O00206+Q99836 | HeLa CL3-4 TLR4/MyD88 BLA complementation, FRET ratio | inhibition, % at 8.4 µM | hit rate 0.18% among 200,000 | AID 861; in the data active = inhibition above about 25%;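 also: 0% = vehicle and 100% = reference inhibitor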
PPARg SRC-2 ag: agonists of SRC-2 recruitment by human PPARgamma; P37231; PPARgamma LBD-SRC-2 recruitment, biochemical; activation, % at 8 µM; hit rate 0.34% among 200,000; AID 1032; in the data active = activation above about 22%;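 also: 0% = vehicle and 100% = reference agonist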
Target sequence (P37231 whole entry, looked up, the tested form may be a part): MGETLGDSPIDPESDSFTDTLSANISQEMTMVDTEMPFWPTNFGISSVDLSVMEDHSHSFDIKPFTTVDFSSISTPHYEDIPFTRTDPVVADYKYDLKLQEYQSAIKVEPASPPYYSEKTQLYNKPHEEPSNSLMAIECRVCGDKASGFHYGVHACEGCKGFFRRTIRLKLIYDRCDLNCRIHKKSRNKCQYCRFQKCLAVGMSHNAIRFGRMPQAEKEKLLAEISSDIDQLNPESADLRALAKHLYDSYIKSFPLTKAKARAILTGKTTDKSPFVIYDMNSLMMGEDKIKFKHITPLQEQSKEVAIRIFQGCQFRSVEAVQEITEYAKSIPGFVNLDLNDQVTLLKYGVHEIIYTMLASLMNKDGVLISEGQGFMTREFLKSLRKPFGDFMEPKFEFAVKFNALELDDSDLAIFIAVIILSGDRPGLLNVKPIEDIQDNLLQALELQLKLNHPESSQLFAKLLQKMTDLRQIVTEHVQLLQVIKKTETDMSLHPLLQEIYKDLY
STAT3 activator: increases IL-6 driven STAT3 reporter signal; U3A cells, IL-6 STAT3-luciferase reporter, luminescence; 100% = signal with IL-6 EC80 alone; activation (% of control), % at 5.6 µM; hit rate 0.91% among 190,000;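 active = activation above the screen-wide mean of compound activation plus 3 SD, cut at about 130% in these data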;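 also: 0% = background luminescence of wells with medium and substrate only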
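system = STAT3-luciferase reporter U3A cells | reagent = IL-6 stimulus at 33 ng/mL final | timing = 1 h compound pre-exposure, 6 h IL-6 stimulation, 37 °C | measured by = luminescence | evaluation = % activation versus median of IL-6-stimulated wells | control set = IL-6-only wells as 100% reference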
ROMK primary: modulators of human ROMK potassium channel | P48048 | Tet-inducible ROMK, thallium flux fluorescence; actives lie on both sides | B-score at 10 µM | hit rate 2% among 130,000 | AID 1918;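 active = signal ratio slope over the read window, or its plate-corrected B-score, at least 3 SD from the plate mean, either direction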;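 also: B-score of the F/F0 ratio slope over 7 to 12 s after thallium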
STAT1 inh: reduces IFN-gamma driven STAT1 reporter signal. inhibition, % at 5.5 µM. hit rate 0.35% among 200,000. AID 920. NIH 3T3 STAT1-luciferase reporter, luminescence;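 active = inhibition above a set limit, the mean inhibition across all tested compounds plus 3 SD, cut at about 34% in these data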;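 also: 0% = IFN-gamma with DMSO and 100% = IFN-gamma with 300 µM nifuroxazide; values of inactives mirror those of a sister screen read the other way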
PPARg SRC-1 ag: agonists of human PPARgamma SRC-1 coactivator recruitment | P37231 | PPARgamma-SRC-1 coactivator recruitment biochemical assay | activation, % at 8 µM | hit rate 0.41% among 200,000 | AID 631; in the data active = activation above about 19%;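 also: 0% = DMSO and 100% = reference agonist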
S1P3 antag: antagonists of human S1P3 receptor; Q99500; CHO S1P3 NFAT-BLA reporter, FRET fluorescence, antagonist mode; inhibition, % at 4.98 µM; hit rate 0.27% among 170,000; AID 485;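 active = inhibition above the plate cutoff, the mean inhibition of test wells on that plate plus 3 SD, cut at about 28% in these data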;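 also: cells challenged with S1P at its EC80 of 0.8 µM; blue over green emission ratio from cleaved BLA substrate after 4 h stimulation; 0% = S1P-stimulated wells and 100% = unstimulated DMSO-only wells; some compounds past the cut are filed as inactive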
Target sequence (Q99500 whole entry, looked up): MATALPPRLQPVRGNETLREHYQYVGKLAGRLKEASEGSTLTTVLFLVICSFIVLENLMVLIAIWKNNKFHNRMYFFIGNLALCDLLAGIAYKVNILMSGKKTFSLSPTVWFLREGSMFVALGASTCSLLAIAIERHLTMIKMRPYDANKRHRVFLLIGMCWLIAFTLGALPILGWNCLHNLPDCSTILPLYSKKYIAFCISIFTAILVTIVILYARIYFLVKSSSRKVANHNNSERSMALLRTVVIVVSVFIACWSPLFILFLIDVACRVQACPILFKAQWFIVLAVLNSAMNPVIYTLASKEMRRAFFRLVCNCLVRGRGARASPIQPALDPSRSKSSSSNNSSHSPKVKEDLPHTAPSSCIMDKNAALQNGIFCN
PPARg SRC3 recr: PPARgamma-driven SRC-3 recruitment agonism; AID 731; P37231; biochemical PPARgamma/SRC-3 coactivator recruitment assay; activation, % at 8 µM; hit rate 0.26% among 200,000; in the data active = activation above about 23%;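 also: 0% = DMSO and 100% = reference agonist; some compounds past the cut are filed as inactive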
RAM network inh: blocks the yeast RAM network; S. cerevisiae dse1pr::URA3 reporter, 5-FOA growth OD615, 2 d; analog-sensitive cbk1-as2 kinase mutant strain; inhibition, % at 50 µM; hit rate 1.8% among 190,000;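 active = inhibition above a set limit, 3 SD over mean compound inhibition, cut at about 8.4% in these data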;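 also: 0% = DMSO-only wells with no growth and 100% = 10 µM 1-NA-PP1 full growth; inhibition rescues growth on 5-FOA so higher OD means more RAM inhibition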
STAT3 blocker: STAT3 signaling inhibition | U3A cells, IL-6 STAT3-luciferase reporter, luminescence; host cell line lacks STAT1 | hit rate 0.89% among 190,000 | inhibition, % at 5.5 µM;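 active = inhibition above the mean inhibition across all screened compounds plus 3 SD, cut at about 44% in these data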;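 also: 0% = DMSO only wells and 100% = 100 µM nifuroxazide control wells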
The depositor's hits bear a star; nt = not tested or not shown.

(1) COc1cc(CN2CCCC(CCC(=O)NCc3ccc(C)o3)C2)cc2c1OCO2 (stereo unspecified)
(2) O=C(CNC(=O)Cc1ccccc1)NCC(=O)OCC(=O)c1ccc(F)cc1
(3) COc1cc(CNc2ccc(CNc3ncn[nH]3)cc2)ccc1OCc1ccccc1
(4) COc1ccc(S(=O)(=O)n2ccc(C)n2)cc1C
(5) CCCCN(C(=O)CSc1nnc(-c2ccc(OC)cc2)n1C(C)C)c1c(N)n(Cc2ccccc2)c(=O)[nH]c1=O
assay / compound	1	2	3	4	5
TR-FRET SRC-2 ct	1609	1476	1670	1618	1557
TLR4 MyD88 comp	6	-9	-13	-11	11
PPARg SRC-2 ag	7	-6	7	10	-5
STAT3 activator	101	109	98	101	95
ROMK primary	-0.34	0.73	nt	-0.91	nt
STAT1 inh	-1	-1	-32	-6	1
PPARg SRC-1 ag	8	-3	8	1	5
S1P3 antag	-5	-9	-11	nt	3
PPARg SRC3 recr	1	3	10	-1	-7
RAM network inh	1.8	-0.1	4.6	-0.7	4.3
STAT3 blocker	3	0	1	5	1

(6) COc1ccc(OC)c(C(c2nnnn2CC2CCCO2)N2CCN(C3CCCC3)CC2)c1 (stereo unspecified)
(7) CC(=O)N1CCN(CC(=O)Nc2ccc(SC(F)F)cc2)CC1
(8) COC(=O)C1=C2SC(C)C(=O)N2C(N)=C(C#N)C1c1cc(OC)c(OC)c(OC)c1 (stereo unspecified)
(9) Cc1ccc(C(=O)OCC(=O)NCc2ccco2)s1
(10) Nc1nc(SCC(=O)Nc2ccccc2Sc2ccc(Cl)cc2)n[nH]1
assay / compound	6	7	8	9	10
TR-FRET SRC-2 ct	1572	1499	1534	1621	1733
TLR4 MyD88 comp	4	-2	-8	4	-11
PPARg SRC-2 ag	14	15	4	0	9
STAT3 activator	105	97	104	109	95
ROMK primary	-2.2	nt	nt	0.47	nt
STAT1 inh	-10	1	-7	-1	12
PPARg SRC-1 ag	3	-6	3	0	8
S1P3 antag	-13	18	-4	-14	nt
PPARg SRC3 recr	14	4	-1	8	8
RAM network inh	-0.1	0.6	0.4	1.1	1.7
STAT3 blocker	-5	-1	-2	-5	10

(11) COC(=O)COc1ccccc1/C=C1/NC(=O)NC1=O
(12) O=C(/C=C/c1ccccc1)OCc1cncs1
(13) COc1ccc(-c2nnc(NC(=O)CSc3ccc(Cl)cc3)s2)cc1OC
(14) CCOC(=O)C(NCc1ccccc1)(NC(=O)c1ccccc1)C(F)(F)F (stereo unspecified)
(15) COC(=O)C(C)Sc1ccc2nnc(CCNS(=O)(=O)c3ccc(C)cc3)n2n1 (stereo unspecified)
assay / compound	11	12	13	14	15
TR-FRET SRC-2 ct	1402	1704	1350	1528	1596
TLR4 MyD88 comp	5	2	1	3	-11
PPARg SRC-2 ag	1	5	-10	0	4
STAT3 activator	109	94	101	94	100
ROMK primary	nt	-0.81	nt	nt	2.4
STAT1 inh	-6	-31	-8	8	-4
PPARg SRC-1 ag	0	4	-7	-5	1
S1P3 antag	-9	-17	-11	nt	14
PPARg SRC3 recr	0	4	0	8	1
RAM network inh	1.5	-0.6	3.1	0.1	1.0
STAT3 blocker	-8	15	-1	14	6

(16) O=C(Nc1cccc(O)c1)c1ccc(Br)c(S(=O)(=O)N2CCCCC2)c1
(17) O=C(COc1cccc2cccnc12)NCc1cccs1
(18) O=C(N/N=C/c1ccccc1O)C1SCCCS1
(19) Cc1c(N=Nc2c(-c3ccc([N+](=O)[O-])cc3)[nH]n(C(N)=S)c2=O)cccc1[N+](=O)[O-]
(20) CC(=O)c1c(O)cc(C)n(Cc2ccccc2)c1=O
assay / compound	16	17	18	19	20
TR-FRET SRC-2 ct	1713	1748	1458	1449	1558
TLR4 MyD88 comp	1	-8	2	-19	-16
PPARg SRC-2 ag	5	10	4	6	7
STAT3 activator	86	106	102	37	94
ROMK primary	nt	-0.33	-0.73	-1.7	nt
STAT1 inh	5	-4	-5	20	0
PPARg SRC-1 ag	11	11	-1	3	2
S1P3 antag	-18	-17	-17	0	-8
PPARg SRC3 recr	7	6	6	5	0
RAM network inh	7.8	1.1	3.5	11*	nt
STAT3 blocker	20	-2	2	77*	10

(21) COc1ccc(CCNC(=O)c2nnn(-c3ccccc3OC)c2N)cc1OC
(22) Cc1cc(C)c2nc(C(F)(F)F)nc(N3CCN(C(=O)c4ccco4)CC3)c2c1
(23) O=C(NCCc1ccc(Cl)cc1)C1CCN(c2cnccn2)CC1
(24) CCCNC(=O)NC(=O)CSc1ccc(C)cc1C
(25) COCC1CCN(C(=O)CCc2nnc(CCCCc3ccccc3)o2)CC1
assay / compound	21	22	23	24	25
TR-FRET SRC-2 ct	1591	1448	1453	1566	1534
TLR4 MyD88 comp	-1	14	1	-10	-1
PPARg SRC-2 ag	1	9	-5	6	4
STAT3 activator	99	90	99	100	106
ROMK primary	-0.0059	-0.38	nt	0.21	0.24
STAT1 inh	-3	9	4	0	-1
PPARg SRC-1 ag	11	4	2	6	15
S1P3 antag	-25	20	-25	-2	7
PPARg SRC3 recr	-9	1	-3	4	1
RAM network inh	5.7	2.2	1.6	0.0	0.2
STAT3 blocker	4	16	5	5	-2

Whole records, looked up by structure:
Cc1cc(C)c2nc(C(F)(F)F)nc(N3CCN(C(=O)c4ccco4)CC3)c2c1 across the screens: TR-FRET SRC-2 ct = 1448; TLR4 MyD88 comp = 14; PPARg SRC-2 ag = 9; STAT3 activator = 90; ROMK primary = -0.38; STAT1 inh = 9; PPARg SRC-1 ag = 4; S1P3 antag = 20; PPARg SRC3 recr = 1; RAM network inh = 2.2; STAT3 blocker = 16
CCCNC(=O)NC(=O)CSc1ccc(C)cc1C across the screens: TR-FRET SRC-2 ct = 1566; TLR4 MyD88 comp = -10; PPARg SRC-2 ag = 6; STAT3 activator = 100; ROMK primary = 0.21; STAT1 inh = 0; PPARg SRC-1 ag = 6; S1P3 antag = -2; PPARg SRC3 recr = 4; RAM network inh = 0.0; STAT3 blocker = 5

Next compounds follow:
(26) Cc1nc2c(-c3ccc(F)cc3)c(C)nn2c(C)c1CCC(=O)N1CCN(c2ccccc2)CC1
(27) CN(C)C(=O)c1cccn(Cc2ccc(C(F)(F)F)cc2)c1=O
(28) CC1CCN(c2ccc(S(=O)(=O)NC3=NCCCCC3)cc2[N+](=O)[O-])CC1
(29) O=C(NCc1cccnc1)/C(=C/c1ccc(-c2cccc(Cl)c2)o1)S(=O)(=O)c1ccccc1
(30) C/C=N/NC(=O)CCCC(=O)N/N=C/C
assay / compound	26	27	28	29	30
TR-FRET SRC-2 ct	1587	1533	1549	1485	1593
TLR4 MyD88 comp	-5	-1	0	16	-1
PPARg SRC-2 ag	-4	0	6	4	-4
STAT3 activator	102	97	86	92	95
ROMK primary	nt	0.59	-0.86	-5.3*	nt
STAT1 inh	7	1	15	28	1
PPARg SRC-1 ag	12	0	9	3	-4
S1P3 antag	nt	-11	-10	nt	-2
PPARg SRC3 recr	10	-1	2	1	1
RAM network inh	2.7	-0.6	0.5	1.7	0.9
STAT3 blocker	7	7	19	16	8

(31) COC(=O)C1C/C(=N\NS(=O)(=O)c2ccc(C)cc2)c2ccsc2C1 (stereo unspecified)
(32) CCOc1ccc(C(=O)Nc2ccc(N3CCN(S(C)(=O)=O)CC3)cc2)cc1[N+](=O)[O-]
(33) CCOCC(=O)Nc1cccc(SC)c1
(34) O=C(c1ccncc1)N1CCN(C(=O)c2ccco2)CC1
(35) CCC[N+](CC#Cc1ccccc1)(CCC)CC(=O)c1ccc(Cl)cc1
assay / compound	31	32	33	34	35
TR-FRET SRC-2 ct	1298	1372	1351	1605	1317
TLR4 MyD88 comp	6	-16	-7	0	-23
PPARg SRC-2 ag	-4	-11	-1	-1	-8
STAT3 activator	109	93	105	98	96
ROMK primary	-0.32	0.034	-0.32	nt	-3*
STAT1 inh	-8	-6	-15	-3	-2
PPARg SRC-1 ag	0	-9	1	4	-2
S1P3 antag	1	-9	3	-6	-2
PPARg SRC3 recr	-2	0	1	8	-6
RAM network inh	3.8	3.6	0.0	0.2	0.5
STAT3 blocker	-5	11	-1	7	7

(36) CCNC(=S)N(CCc1c(C)[nH]c2ccc(C)cc12)Cc1ccco1
(37) CC(C)COC(=O)c1ccc(N2C(=O)c3ccccc3C2=O)cc1
(38) Cc1ccc(-n2c(N)c(C(N)=O)sc2=S)c(C)c1
(39) O=C(COc1ccccc1)Nc1ccc(Cl)c(-c2nc3ncccc3o2)c1
(40) CCOC(=O)c1ccc(NC(=O)CC2Sc3ncnn3C2=O)cc1 (stereo unspecified)
assay / compound	36	37	38	39	40
TR-FRET SRC-2 ct	1595	1594	1538	1501	1573
TLR4 MyD88 comp	4	-8	0	2	-2
PPARg SRC-2 ag	9	-5	2	7	14
STAT3 activator	105	83	107	85	90
ROMK primary	0.095	-0.043	0.05	nt	nt
STAT1 inh	2	-6	6	1	8
PPARg SRC-1 ag	5	0	2	5	2
S1P3 antag	5	21	nt	12	-12
PPARg SRC3 recr	9	-2	7	4	9
RAM network inh	9.5*	6.5	1.3	4.8	0.5
STAT3 blocker	-6	22	-3	21	14

(41) O=C(NCN1CCN(CCO)CC1)c1cnccn1
(42) Cc1ccc(S(=O)(=O)N2CCC(=O)N(C(COCc3cccc(C)c3)Cc3ccccc3)CC2)cc1 (stereo unspecified)
(43) O=C(CCCn1ncn2c(cc3occc32)c1=O)N1CCc2ccccc2C1
(44) COc1ccc(Cl)cc1N1C(=O)CC(N2CCc3ccccc32)C1=O (stereo unspecified)
(45) COC(=O)C1CCN(C(=O)COc2cc3sc(C)nc3c3sccc23)CC1
(46) O=C(Cc1nc2ccccc2[nH]1)NCc1ccco1
(47) Cc1cccc(Nc2ncnc(N)n2)c1
(48) CN(C)C(=O)N1CCN(C(=O)N2CCOCC2)CC1
assay / compound	41	42	43	44	45	46	47	48
TR-FRET SRC-2 ct	1530	1415	1775	1605	1716	1380	1889	1406
TLR4 MyD88 comp	7	-3	-8	-1	2	1	1	2
PPARg SRC-2 ag	12	-4	7	7	7	-14	1	5
STAT3 activator	96	108	97	93	101	98	102	106
ROMK primary	1.3	-1.7	0.045	-0.063	-0.75	-0.57	-0.22	1.1
STAT1 inh	3	-13	-5	1	14	0	-16	1
PPARg SRC-1 ag	6	-2	-5	3	3	-3	5	-4
S1P3 antag	nt	-16	-4	nt	55*	11	-9	nt
PPARg SRC3 recr	-4	0	-2	1	3	-13	4	9
RAM network inh	0.4	14*	0.9	2.7	-0.1	2.4	0.6	1.3
STAT3 blocker	10	-13	8	9	4	8	3	-4
